# Source: PubChem
# NOD2 RIPK2 PPI = NOD2-RIPK2 protein interaction inhibition; O43353; CHO BLA complementation NOD2-RIPK2, CCF4 ratio; inhibition, % at 4.98 µM; hit rate 0.38% among 360,000; in the data active = inhibition above about 21%;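 note: 0% = vehicle only and 100% = reference blocker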
# Target sequence (O43353 whole entry, looked up): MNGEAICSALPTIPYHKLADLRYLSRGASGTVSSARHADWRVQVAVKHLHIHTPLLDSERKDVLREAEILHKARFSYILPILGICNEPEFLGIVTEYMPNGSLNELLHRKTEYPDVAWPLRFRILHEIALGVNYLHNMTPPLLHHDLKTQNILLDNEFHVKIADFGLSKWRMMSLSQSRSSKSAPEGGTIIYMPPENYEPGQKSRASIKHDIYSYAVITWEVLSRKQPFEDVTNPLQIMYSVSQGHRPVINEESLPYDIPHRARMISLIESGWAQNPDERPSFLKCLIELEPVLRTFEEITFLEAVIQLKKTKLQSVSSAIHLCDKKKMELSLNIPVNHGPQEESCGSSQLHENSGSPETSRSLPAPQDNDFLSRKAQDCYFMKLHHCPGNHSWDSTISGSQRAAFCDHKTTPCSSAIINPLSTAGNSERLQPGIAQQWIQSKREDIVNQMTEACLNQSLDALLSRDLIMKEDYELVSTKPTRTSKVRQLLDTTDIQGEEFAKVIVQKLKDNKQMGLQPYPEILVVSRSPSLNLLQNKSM
# LRH-1 inv ag = suppresses constitutive activity of human LRH-1; O00482; HEK293T StAR-luciferase reporter, LRH-1 transfected, 24 h; inhibition, % at 3.6 µM; hit rate 0.13% among 360,000;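 active = inhibition above the mean inhibition of all tested compounds plus 3 SD, cut at about 73% in these data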;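 note: 0% = DMSO wells and 100% = reporter-only cells lacking LRH-1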
# SRC3 inh = human NCOA3 inhibition; hit rate 0.17% among 360,000; inhibition, % at 3.6 µM; AID 588352; HEK293 GAL4-SRC3 luciferase reporter, luminescence; Q9Y6Q9;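 active = inhibition above a per-campaign cutoff, the mean of all compounds plus 3 SD, cut at about 60% in these data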;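 note: 0% = DMSO-treated cells and 100% = gossypol-treated cells at 36 µM; higher means less SRC3-driven luciferase light from the GAL4 reporter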
# TLR9-MyD88 inh = TLR9-MyD88 interaction inhibition. CHO BLA complementation TLR9-MyD88, CCF4 FRET ratio. hit rate 0.21% among 340,000. inhibition, % at 4.98 µM. AID 504734;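 active = inhibition above the mean over all tested compounds plus 3 SD, cut at about 21% in these data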;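 note: 0% = DMSO only wells and 100% = clavulanate BLA inhibitor control wells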
# SRC2 inh = human SRC2 (NCOA2) inhibition; Q15596; HEK293 GAL4-SRC2 luciferase reporter, luminescence; inhibition, % at 9 µM; hit rate 0.17% among 370,000;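 active = inhibition above the mean inhibition of all tested compounds plus 3 SD, set per campaign, cut at about 52% in these data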;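 note: 0% = DMSO treated cells and 100% = cells given Gossypol at 36 µM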
# LMP1 NFkB inh = Epstein-Barr LMP1 NF-kappaB reporter inhibition | LMP1-induced NF-kappaB luciferase reporter cells, luminescence | inhibition, % at 12.5 µM | hit rate 0.69% among 350,000; in the data active = inhibition above about 41%;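 note: 0% = neutral control wells and 100% = reference inhibitor control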
# COUP-TFII inh = inhibitors of human COUP-TFII (NR2F2); HEK293T NGFI-A luciferase reporter, luminescence; inhibition, % at 8.6 µM; hit rate 0.7% among 370,000; AID 686940;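 active = inhibition above a per-plate cutoff, mean inhibition of test wells between control levels plus 3 SD, cut at about 38% in these data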;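 note: cells cotransfected with COUP-TFII expression vector driving the NGFI-A reporter; 0% = median of COUP-TF2 test wells and 100% = reporter-only cells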
# Target sequence (P24468 whole entry, looked up): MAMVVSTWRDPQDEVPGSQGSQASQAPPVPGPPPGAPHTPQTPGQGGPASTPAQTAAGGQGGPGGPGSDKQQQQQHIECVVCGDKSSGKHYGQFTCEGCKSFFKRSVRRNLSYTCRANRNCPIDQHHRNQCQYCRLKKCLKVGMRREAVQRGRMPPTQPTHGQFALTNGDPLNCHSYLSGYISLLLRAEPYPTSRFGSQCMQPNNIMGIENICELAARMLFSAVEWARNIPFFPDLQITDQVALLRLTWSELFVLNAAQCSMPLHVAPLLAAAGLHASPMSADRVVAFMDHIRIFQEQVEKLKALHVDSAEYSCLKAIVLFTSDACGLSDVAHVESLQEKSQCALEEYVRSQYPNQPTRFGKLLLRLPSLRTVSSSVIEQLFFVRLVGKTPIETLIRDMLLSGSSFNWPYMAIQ
# TROY signal inh = inhibitors of TROY-dependent NF-kB signaling; Q293 LMP1-TROYcd NF-kB luciferase reporter, 4 h; inhibition, % at 10 µM; hit rate 0.98% among 360,000;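 active = compounds whose plate-normalised and pattern-corrected inhibition of the luciferase reporter signal at the single screening dose is 50% or more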
# SRC1 inh = inhibitors of human steroid receptor coactivator 1 (SRC1); Q15788; HEK293 GAL4-SRC1 luciferase reporter, luminescence; inhibition, % at 3.6 µM; hit rate 0.12% among 360,000; AID 588354;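 active = inhibition above the campaign mean plus 3 SD, with each screening campaign given its own cutoff, cut at about 60% in these data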;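 note: 0% = DMSO treated cells and 100% = gossypol at 36 µM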
# TWEAK Fn14 block = inhibitors of TWEAK-Fn14 interaction signaling. TWEAK-stimulated Fn14 reporter cells, luciferase luminescence, 8 h. inhibition, % at 10 µM. hit rate 2% among 360,000. AID 1159606; in the data active = inhibition above about 50%
# C8 TRAIL sens = sensitizes caspase-8 expressing cells to TRAIL; NB7+C8 cells + TRAIL, ATPlite viability luminescence; inhibition (viability loss, TRAIL sensitization), % at 10 µM; hit rate 1% among 360,000;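 active = compounds causing at least 50% loss of cell viability in the single-dose screen, relative to plate controls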
# Starred values were filed as active, the others as inactive; . = not tested or not shown. Some of the compounds tested, so the mix of outcomes need not match the whole.
# Every second line gives: NOD2 RIPK2 PPI	LRH-1 inv ag	SRC3 inh	TLR9-MyD88 inh	SRC2 inh	LMP1 NFkB inh	COUP-TFII inh	TROY signal inh	SRC1 inh	TWEAK Fn14 block	C8 TRAIL sens
- COc1ccc(S(=O)(=O)Nc2ccc3c(c2)C(=O)N([C@H](C)CO)C[C@H](C)[C@@H](CN(C)S(=O)(=O)c2cn(C)cn2)OCCCC[C@H](C)O3)cc1
  -1	-7	-9	-1	2	1	-8	-2	-74	5	-17
- Cc1oc(-c2ccccc2)cc1C(N)=O
  -9	-28	2	1	-7	3	-9	-1	-6	13	-4
- Cc1noc(C)c1S(=O)(=O)N1CCC(C(=O)O)CC1
  -7	0	-3	-2	14	-1	5	-1	0	2	5
- Cc1sc2nc(C3CC3)nc(SCC(=O)N3CC(=O)Nc4ccccc43)c2c1C
  -11	-15	-15	-2	-21	-2	6	15	10	18	14
- Cc1cccc(NC(=O)CSCc2cc(=O)n3nc(C4CC4)sc3n2)c1
  6	8	-6	4	-18	0	11	-22	-18	-4	7
- CC(=O)c1ccc(OCC(O)CN2CCC(C)CC2)cc1 (configuration not stated)
  -10	-5	-9	14	16	0	-4	1	1	9	-9
- O=C1C(=O)N(CCN2CCOCC2)C(c2ccc([N+](=O)[O-])cc2)/C1=C(/O)c1ccc2c(c1)OCO2 (configuration not stated)
  -1	2	24	3	1	-11	11	-11	-1	-9	0
- O=C(CSc1nccc(=O)[nH]1)N1CCN(c2ccccc2)CC1
  4	0	7	1	-16	-1	0	0	5	-6	-1
- COc1ccc(CNC(=O)Cn2c(=O)n(CCC(=O)N3CCCCC3)c(=O)c3sccc32)cc1
  -23	16	9	-17	-11	2	-14	6	3	0	-3
- CC(C)Oc1c(Cl)cc(CNC(C)(C)CO)cc1Cl
  3	-31	3	-3	3	1	-13	-2	9	-9	8
- O=C(/C=C/Nc1ccc(Oc2ccccc2)cc1)c1ccco1
  -1	-148	-95	3	-26	-32	-37	-8	-178	6	46
- CCc1cc(=O)oc2c3c(cc(OCC(=O)NCCN4CCOCC4)c12)OC(C)(C)CC3
  6	19	9	-6	11	-4	-3	4	0	-21	34
- O=[N+]([O-])c1ccc(N2CCN(c3ccc([N+](=O)[O-])cc3CO)CC2)c(CO)c1
  1	23	-14	-8	16	25	60*	33	19	22	25
- Cc1cc(=O)n2[nH]nnc2n1
  -5	18	0	2	-18	-15	-1	7	9	-10	-6
- CS(=O)(=O)c1ccc2nc(NC(=O)c3ccc(Cn4cc(Br)cn4)o3)sc2c1
  -5	14	15	-4	-7	11	-4	-10	-8	2	14
- Cc1ccc(CNC(=O)COC(=O)Cc2ccc(-c3ccccc3)cc2)cc1
  0	-1	10	4	6	6	16	-14	-4	0	0
- CCC(=O)Nc1ccccc1C(=O)C(=O)Nc1ccccc1
  -6	-37	-34	-2	-72	-7	-28	-42	-60	-4	1
- OC[C@@H]1CN(Cc2ccco2)C[C@H](n2cnc3c(NCc4ccncc4)ncnc32)O1
  -5	-12	-4	.	-11	.	1	6	-13	-1	-1
- Cc1cccc(-c2cccc(NC(=O)C3CCCN(C(=O)c4csc(C)n4)C3)c2)c1 (configuration not stated)
  15	25	7	4	7	18	42*	-1	19	5	10
- Cc1cccc(C)c1NC(=S)N1CCCN(C)CC1
  -8	-1	9	4	8	3	-7	14	14	-11	-1
- Oc1ccc(Nc2ccnc3cc(Cl)ccc23)cc1
  -14	-11	-10	-3	-33	12	-12	-20	-28	-34	-17
- CC(NS(=O)(=O)c1ccc2ccccc2c1)c1ccccn1 (configuration not stated)
  -6	-12	18	-6	10	-7	4	9	-1	1	5
- Cc1ccc(N(CC(=O)NCCSCc2ccco2)S(C)(=O)=O)cc1
  9	-1	20	8	-17	8	-12	9	-7	-9	-12
- Nc1nc2c(s1)CCc1ccccc1-2
  2	-38	-7	3	-43	-4	-19	-63	-19	-1	-11
- O=C(N/N=C/c1coc2ccccc2c1=O)c1ccncc1
  -23	-11	12	-15	1	-1	4	5	-6	18	12
- COC(=O)Cc1c(CSc2ccccc2)oc2ccc(O)c(CN(C)C)c12
  1	-5	3	4	10	-11	4	20	-17	10	-9
- COc1ccc([N+](=O)[O-])cc1-c1[nH]c(-c2ccc(C(=O)O)cc2)nc1-c1ccccc1
  -2	14	-4	6	6	-18	-20	-23	4	-10	6
- CCOc1ncccc1C(=O)N1CCN(S(=O)(=O)c2ccccc2)CC1
  1	-3	16	3	9	-3	-5	13	12	-5	2
- Cc1ccccc1C(=O)N1CCN(c2nc(N3CCOCC3)nc(N3CCOCC3)n2)CC1
  -4	-7	8	-5	-37	3	12	-2	-3	-5	-5
- Cc1nc(N2CCC(C)CC2)c2c(C)c(C(=O)Nc3ccc4c(c3)OCCO4)sc2n1
  -2	14	1	1	-7	-1	1	21	-19	-25	13
- COc1ccc(OC)c(-n2c(SCC(=O)NCC3CCCO3)nc3ccccc3c2=O)c1 (configuration not stated)
  -2	19	7	8	15	0	4	12	-5	15	-23
- O=C(Nc1ccc(N2CCN(C(=O)c3ccco3)CC2)cc1)c1cccnc1Cl
  3	17	5	-11	-13	-2	-3	4	6	-16	-4
- C/C(CC(=O)N1CCN(C=O)CC1)=N\NC(=O)c1ccc([N+](=O)[O-])cc1
  -12	27	-7	8	-24	7	-8	-8	-6	-23	-3
- CN1CCN(C2=NC(=O)/C(=C/c3ccccc3OS(=O)(=O)c3ccccc3)S2)CC1
  9	3	12	3	7	-3	3	-12	15	-3	-3
- O=C(NCc1cccnc1)C(=O)NC1CCCCC1
  -8	-16	9	2	0	7	2	-5	-4	-16	0
- COc1ccc(CNC(=O)C/C(C)=N/NC(=O)C23CC4CC(CC(C4)C2)C3)cc1
  -7	-35	-14	5	-27	-13	2	3	-20	-5	2
- CCOC(=O)c1c(NC(=O)c2ccccc2)sc2c(O)c(CN(CC)CC)ccc12
  5	0	1	2	-17	0	14	8	-7	1	-3
- Cc1ccc(S(=O)(=O)n2nc(OC(=O)c3cccc(F)c3)cc2N)cc1
  3	16	-10	-7	16	-13	5	8	-20	6	-7
- Cc1cccc(NC(=O)CSc2nc(N)cc(N)n2)c1
  3	6	8	1	-15	-5	-54	15	-6	-1	-6
- Cc1cccc(/C(N)=N/OC(=O)c2cccc3ccccc23)c1
  -5	12	-20	1	-29	-27	-17	-22	-21	-33	92*
- Cn1cccc1/C=N/N1CCN(c2ccccc2)CC1
  -7	-16	-21	-9	-7	-7	-3	-6	-5	16	0
- COC(=O)c1cccc(NC(=O)c2onc3c2CCCC3)c1
  -11	-212	-102	-7	-27	-1	-56	-77	-191	5	29
- CC(C)CC1NC(=S)N(Cc2ccccc2)C1=O (configuration not stated)
  -2	13	8	-12	-2	7	20	2	-14	-3	0
- O=C(Cn1cnc2ccccc2c1=O)N1CCN(S(=O)(=O)c2ccc(F)cc2)CC1
  0	-10	4	0	4	4	9	1	3	12	-15
- CS(=O)(=O)N(CC(=O)NC1CCCCC1)Cc1ccc(Cl)cc1
  7	10	1	1	4	-4	16	-6	-6	1	7
- Cc1cccc(C)c1NC(=O)C(c1ccc(-c2ccccc2)cc1)n1c(=O)c(-c2cc3ccccc3[nH]2)nc2ccccc21 (configuration not stated)
  42*	4	.	.	-25	.	-26	.	.	.	3
- CCOc1ccc(NC(=O)CSc2nc(C3CC3)nc3ccccc23)cc1
  4	16	18	-10	-3	7	5	-3	3	-3	-9
- CCN(CC(=O)Nc1c(F)cccc1F)C(=O)c1c(-c2ccccc2Cl)noc1C
  -8	6	3	3	6	1	12	-9	2	17	-17
- Cc1nnc(-c2cnn(C)c2N)n1CCCN(C)C
  -4	-11	-1	4	19	3	3	-4	-5	5	-9
- Cc1ccc(C)c(S(=O)(=O)N(C)c2ccc(OC(=O)CN3C(=O)NC4(CCCC4)C3=O)cc2)c1
  4	-11	0	2	-48	-1	6	3	-1	-1	1
- Cc1ccc2oc(-c3ccc(NC(=O)c4ccc5c(c4)OCO5)cc3)nc2c1
  -11	-43	-56	6	-50	-21	4	-20	-32	-16	31
- CC(C)OC(=O)COc1ccc(-c2ccccc2)cc1
  -8	8	11	3	-26	5	1	-25	-3	-8	-18
- Cc1c(NC(=O)COC(=O)CCC(=O)c2ccc(Cl)cc2)c(=O)n(-c2ccccc2)n1C
  -6	6	-1	4	1	2	-9	-2	-14	9	3
- N#Cc1c(Nc2ccccc2)sc(C(=O)c2ccccc2)c1N
  -12	17	2	-1	-8	4	-1	-19	-4	-7	-9
- O=C(CCc1ccc(S(=O)(=O)N2CCOCC2)cc1)Nc1cc(Cl)ccc1N1CCOCC1
  -1	13	9	-6	16	-2	11	16	1	11	-8
- O=C(O)c1ccc2nc(-c3ccccc3)sc2c1
  -4	-31	-4	7	25	11	-8	-12	-39	79*	18
- CCN(CC)c1ccc(NC(=O)CSc2n[nH]c(-c3ccco3)n2)cc1
  2	11	-3	-9	-20	-1	1	-9	31	8	-2
- CCS(=O)(=O)Nc1cccc(C2=NN(C(=O)c3ccco3)C(c3ccco3)C2)c1 (configuration not stated)
  -2	17	14	2	10	9	-15	6	2	1	19
- CCc1ccc(Nc2nnc(SCC(=O)Nc3sccc3C(N)=O)s2)cc1
  -1	-65	-34	-7	-66	-15	-14	22	-71	43	45
- O=C(Nc1ccc(N2CCN(C(=O)c3ccco3)CC2)cc1)c1ccccc1
  2	-3	8	11	-12	-4	-12	0	-6	-6	4

# (more compounds)
# Every second line gives: NOD2 RIPK2 PPI	LRH-1 inv ag	SRC3 inh	TLR9-MyD88 inh	SRC2 inh	LMP1 NFkB inh	COUP-TFII inh	TROY signal inh	SRC1 inh	TWEAK Fn14 block	C8 TRAIL sens
- COc1cccc(NC(=O)CN2C(=O)COc3ccc(C)cc32)c1
  3	6	-12	5	-7	-4	-5	18	-12	9	-1
- C/C(CC(C)(C)C1CCCCC1)=N\NC(N)=S
  9	70	62*	-2	40	3	59*	-1	41	30	21
- NC(=O)c1ccsc1NC(=O)CSc1nnc(NC2CC2)s1
  -5	-19	-13	-2	-1	-1	-7	1	-1	7	-14
- O=C(NCC(O)c1ccccc1)c1ccc(Cl)c(S(=O)(=O)N2CCCCC2)c1 (configuration not stated)
  2	11	-7	4	11	5	37	8	4	22	16
- NC(N)=NC1=NC(=O)C(Cc2ccccc2)S1 (configuration not stated)
  7	3	7	2	-20	0	-20	5	2	5	-29
- COc1ccc(N2CCN(c3nc(Nc4ccc(C)c(F)c4)nc(N4CCCC4)n3)CC2)cc1
  3	0	11	-5	-47	6	12	34	8	-19	2
- Cc1nc(C(C)NC(=O)CCc2nnc(CCCc3ccccc3)o2)c(C)s1 (configuration not stated)
  3	-64	-73	11	-10	-11	-19	-40	-32	-31	-3
- Cc1ccccc1Nc1nn2c(=O)c3ccc(C(=O)N4CCCC(C)C4)cc3nc2s1 (configuration not stated)
  -10	6	-15	-3	5	-6	0	-6	-3	4	-2
- O=C(NCCCN1CCN(Cc2ccccc2Cl)CC1)Nc1ccccc1
  -10	-3	-20	-8	2	-5	-18	-3	-6	-1	-3
